# miR122 inh – miR-122 inhibition in Huh7 cells | AID 602342 | 340,000 compounds, 0.3% hits | activation (reporter increase), % at 12.5 µM | Huh7 miR-122 Renilla luciferase sensor, 48 h; neutral wells = 0, positive control = 100;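 active means mean replicate activation score at least 90 and every replicate individually at or above 90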;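 further: higher luciferase means less miR-122 activity so hits act as miR-122 inhibitors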
# LGR2 antag – blocks bursicon-induced cAMP signaling via Drosophila LGR2. HEK293 LGR2, CRE-luciferase, bursicon-stimulated, 4 h. inhibition, % at 9.99 µM. 380,000 compounds, 0.35% hits;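 active means drop in luminescence signal, shown as inhibition above about 50% in the replicate tests, limit read from the data, passing the limit was not always enough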;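 further: agonist challenge used bursicon conditioned medium at about half maximal strength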
# EWS-Fli inh – blocks EWS/Fli oncoprotein-driven transcription | 350,000 compounds, 0.67% hits | AID 651661 | inhibition, % at 12.6 µM | A673 NR0B1-luciferase reporter, viability-normalised;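 active means mean inhibition of at least 50% after viability correction, with every replicate also passing that limit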;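 further: firefly luciferase signal divided by Alamar Blue viability fluorescence both relative to DMSO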
# Cneo AK release – causes C. neoformans cell lysis | adenylate kinase release luminescence, 4 h; normalised: neutral wells 0, clomiphene wells 100 | lysis activity, % at 15 µM | 360,000 compounds, 0.2% hits | AID 651654;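 active means mean lysis activity across replicates of at least 80%, whatever share of replicates individually reach that level; inactive means mean lysis activity below 80%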
#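 Material: C. neoformans cells | Amount: Yeast cell density of 5 × 10^6 cells/mL | Medium: Fresh YPD growth medium | Dosing: Single dose | Times: Static 4 h at 37 °C with compound, 1 h detection | Detection: AK luminescence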
# FN deposition inh – fibronectin deposition inhibition; AH1F fibroblasts, Alexa488-fibronectin deposition fluorescence, overnight; inhibition, % at 12.6 µM; 350,000 compounds, 0.086% hits;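 active means mean inhibition across replicates of 30% or more, regardless of how many single replicates reach that level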;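 further: positive control wells lacked labelled fibronectin entirely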
#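 Test system: AH1F fibroblast monolayer depositing Alexa488-labelled fibronectin into matrix. Input: 10000 cells per well. Technique: fluorescence, ex 485 nm, em 525 nm. Buffer or medium: DMEM plus 2% serum, read in PBS. Timing: 1 h cell adhesion before compound, then overnight fibronectin incubation. Compound: single dose, pinned. Read-out basis: inhibition from reduced deposited-fibronectin fluorescence.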
# CASP6 VEID inh – blocks human caspase-6 cleavage activity. purified caspase-6, Z-VEID-R110 cleavage fluorescence. 350,000 compounds, 0.53% hits. inhibition, % at 12.5 µM. P55212;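 active means mean inhibition across replicates at least about 35%, with every replicate also reaching that limit, limit read from the data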;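 further: 0% = median of neutral control wells and 100% = no fluorescence left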
# Target sequence (P55212 24-179 limits assumed): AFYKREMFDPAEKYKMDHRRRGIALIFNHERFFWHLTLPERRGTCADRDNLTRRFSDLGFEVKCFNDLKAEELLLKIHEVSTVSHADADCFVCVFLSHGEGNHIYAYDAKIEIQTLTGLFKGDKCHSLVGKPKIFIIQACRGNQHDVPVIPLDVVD
# Target sequence (P55212 194-293 limits assumed): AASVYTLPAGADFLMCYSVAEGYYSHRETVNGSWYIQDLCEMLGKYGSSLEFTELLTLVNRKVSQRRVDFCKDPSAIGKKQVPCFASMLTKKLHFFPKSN
# PAX8 inh HTS – PAX8 transcriptional activity inhibition. 360,000 compounds, 1.2% hits. inhibition, % at 12.6 µM. RMG-I TPO-luciferase reporter, SteadyGlo, 24 h;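 active means mean replicate inhibition at least 60% with every replicate also reaching 60%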;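 further: luciferase light reporting Pax8 driven TPO promoter activity; plate controls were median of neutral control wells for no effect and mitoxantrone controls for full effect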
# PGC1a acetyl inh – PGC1a acetylation modulation, inhibitor mode | inhibition, % at 15.6 µM | U2OS PGC1a acetylation, AlphaScreen anti-acetyl-lysine; with virally co-expressed GCN5 acetyltransferase | 350,000 compounds, 0.17% hits | AID 651687;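 active means every replicate shows inhibition of at least 40%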;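 further: 0% = neutral control wells and 100% = positive control wells; some results beyond the cut were filed as inactive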
# The depositor's hits bear a star; nt = not tested or not shown; & = joins results of further samples; [ ] = another dose, or the depositor's remark.
# Every second line gives: miR122 inh	LGR2 antag	EWS-Fli inh	Cneo AK release	FN deposition inh	CASP6 VEID inh	PAX8 inh HTS	PGC1a acetyl inh
1. C[C@@H]1CCCCO[C@@H](CN(C)CC2CC2)[C@H](C)CN([C@H](C)CO)C(=O)c2cc(NC(=O)CCC(F)(F)F)ccc2O1
  nt	-9	-7	nt	nt	2	6	1
2. Cc1noc(C)c1NC(=O)Nc1ccc2c(c1)CC(=O)N([C@@H](C)CO)C[C@H](C)[C@@H](CN(C)C(=O)Nc1c(C)noc1C)O2
  -9[16.7 µM]	1	-7	2	nt	nt	-15	2
3. CCOC(=O)c1ccc(NC(=O)Cn2cc3c(n2)CCC(C)C3)cc1 (configuration not stated)
  -2	14	3	-3	15	2	-2	4
4. Cc1cc(NC(=O)C(C)SCC(=O)N(C)CC(=O)Nc2ccc(F)cc2)no1 (configuration not stated)
  -2	10	-4	0	-8	0	-15	nt
5. CN1N=C(C(=O)NC2CCCc3c2cnn3-c2ccc(F)cc2F)CCC1=O (configuration not stated)
  -7	5	nt	-1	nt	2	12	nt
6. COc1ccc(CNS(=O)(=O)c2ccc(F)c(C(=O)Nc3ccc(OC)cc3)c2)cc1
  nt	-25	-9	nt	-13	-1	6	2
7. COc1ccc2[nH]cc(CCCN3C(=O)c4ccccc4C3=O)c2c1
  -6	9	nt	-2	-17	nt	-9	-8
8. Nc1ccc(CC(N)c2csc(Nc3cc(Oc4ccccc4)ncn3)n2)cc1 (configuration not stated)
  -6	-7	7	2	3	-3	0	-8
9. CO[C@@H](CN(C)C(=O)c1cc(Cl)cc(Cl)c1)[C@H](C)CN(C(=O)Nc1ccc(F)cc1)[C@H](C)CO
  nt	-13	-5	-3	-4	-2	nt	7
10. CCOC(=O)N1CCN(C(=S)Nc2ccc3nc(N4CCN(CC)CC4)cc(C)c3c2)CC1
  -17	-6	3	-1	-12	-56	-6	nt
11. CCCNC(=O)C[C@H]1CC[C@H]2[C@@H](COC[C@H](O)CN2C(=O)Nc2c(C)noc2C)O1
  -4[16.7 µM]	-2	3	41	8	0	-9	-4
12. Fc1cccc(Nc2ncnc3sccc23)c1
  -2	-5	-19	-7	1	1	-1	14
13. FC(F)(F)c1nc(NCC2CCCO2)c2nnn(Cc3ccccc3Cl)c2n1 (configuration not stated)
  nt	-1	5	nt	3	-5	14	-16
14. COc1ccccc1NC(=O)c1sc2ncn(Cc3ccccc3C)c(=O)c2c1C
  9	-9	-4	nt	nt	1	nt	-19
15. Cc1ccc(S(=O)(=O)Nc2ncnc3sc(C)c(C)c23)cc1
  14	6	3	0	7	17	20	-2
16. CC(C)(C)[S@@](=O)N1Cc2cc(C(=O)NC3CCCC3)nc(-c3cccc(Br)c3)c2[C@H]1CCO
  nt	3	nt	nt	-9	3	16	5
17. O=C(CSc1nnc(CNC(=O)c2cccc(C(F)(F)F)c2)o1)NCC1CCCO1 (configuration not stated)
  -1	2	-4	-2	nt	-3	6	-9
18. COCC#Cc1cnc2c(c1)C(=O)N([C@@H](C)CO)C[C@H](C)[C@@H](CN(C)C(=O)Nc1c(C)noc1C)O2
  16[16.7 µM]	23	8	0	3	0	nt	-2
19. OCc1c[nH]c(=S)n1CCOc1cccc(C(F)(F)F)c1
  0	-2	8	0	-3	2	30	-4
20. COc1cc(C(O)c2nc3ccccc3s2)cc(OC)c1OC (configuration not stated)
  -9	6	10	-1	-5	-1	10	5
21. CCN(CC)S(=O)(=O)c1ccc(N2CCN(C)CC2)c(NC(=O)Nc2ccccc2F)c1
  -5	12	8	-1	16	-3	6	-27
22. CC1(C)c2[nH]c3ccccc3c2C[C@@H]2C(=O)N(Cc3ccccc3Cl)C(=O)N21
  nt	2	7	1	0	-5	9	nt
23. CCN(CC)CCOC(=O)c1ccc(N=CC2=C(O)CC(C)(C)CC2=O)cc1
  nt	24	5	nt	-6	-7	4	7
24. O=C(N/N=C\c1ccc(F)cc1)c1ccc(Cn2cc(Br)c([N+](=O)[O-])n2)o1
  -2	-1	-9	9	2	1	-13	nt
25. CC(OC(=O)c1cccc([N+](=O)[O-])c1)C(=O)NCc1ccc2c(c1)OCO2 (configuration not stated)
  -3	1	-1	0	7	-2	1	-6
26. O=C(C[C@H]1C[C@H]2c3cc(NC(=O)Nc4ccc(C(F)(F)F)cc4)ccc3O[C@H]2[C@@H](CO)O1)NCC1CC1
  -2[16.7 µM]	15	-3	-1	nt	2	16	-4
27. O=C(N1CCc2cc(S(=O)(=O)NC[C@H]3O[C@@H](n4ccc(=O)[nH]c4=O)[C@H](O)[C@@H]3O)ccc2C1)C(F)(F)F
  0	-4	-7	nt	-2	-1	8	-11
28. Cc1ccc(S(=O)(=O)N(C)C[C@@H]2Oc3c(NS(C)(=O)=O)cccc3C(=O)N([C@H](C)CO)C[C@@H]2C)cc1
  3	-4	5	0	5&5	2	18	-1
29. CC(=O)N1CCc2cc(S(=O)(=O)N3CCCCC3C)ccc21 (configuration not stated)
  -2	26	nt	-1	-4	5	-13	10
30. CC1(C)CC(=O)C2=C(C1)N(Cc1cccnc1)C(=O)C2(NC(=O)c1ccc(F)cc1)C(F)(F)F (configuration not stated)
  2	nt	nt	0	-4	nt	-1	-6
31. CC=Cc1ccc2n(c1=O)C[C@H]1[C@H](CO)[C@@H](C(=O)N3CCCCC3)N(Cc3ccccc3)[C@@H]21 (mixture of isomers)
  5[16.7 µM]	13	-8	2	nt	1	-2	-6
32. C[C@@H]1NS(=O)(=O)[C@H]2C[C@@H]3C=C[C@]2(O3)[C@H]1OC(=O)c1ccc(C(C)(C)C)cc1
  -6	9	7	-1	-1	3	-2	5
33. O=C(C[C@@H]1CC[C@@H]2[C@H](COC[C@@H](O)CN2CCc2ccccc2)O1)N1CCC(Cc2ccccc2)CC1
  0[16.7 µM]	-5	26	4	-3	-3	-7	-2
34. CC(NC(=O)c1cccs1)c1n[nH]c(=S)n1C (configuration not stated)
  -8	2	-1	1	5	1	58	nt
35. COCCCNC(=O)c1cc(S(=O)(=O)NCCCN2CCCC2=O)ccc1Cl
  1	-1	1	-2	3	0	-5	7
36. Cc1cc(C)nc(N/N=C/c2ccccc2OCc2ccc(Br)cc2)n1
  -4	0	-25	2	-1	5	33	2
37. N#CC1=C(N)Oc2n[nH]c(-c3cccs3)c2C1c1ccco1 (configuration not stated)
  -5	-5	nt	0	nt	nt	nt	-22
38. O=C(NC1CCCCC1)Oc1cc2oc(=O)sc2cc1Br
  nt	nt	23	nt	-1	8	-11	-2
39. Cc1ccc(NC(=O)c2cnn(-c3ccccc3)c2C)cc1
  nt	45	-5	-9	-3	0	-37	nt
40. CN=c1scc(-c2ccc(OC)cc2)n1/N=C(\C)c1cccnc1
  nt	-85	-35	nt	-4	2	-43	nt
41. O=C(N[C@H]1CC[C@H](CC(=O)N2CCc3ccccc3C2)O[C@@H]1CO)C1CC1
  nt	-6	2	0	-11	-2	-2	12
42. COc1ccc(/C=C/C(=O)Nc2ccncc2)cc1OC
  -1	-13	-6	1	-4	-7	-14	-9
43. O=C(Nc1ccc2c(c1)OCO2)c1cc(C2CCCN(C(=O)C3CCCCC3)C2)on1 (configuration not stated)
  -8	0	-2	-2	6	0	17	3
44. O=C(O)CCC(=O)NCc1ccc(C(=O)O)cc1
  -2	nt	nt	-2	3	nt	12	7
45. O=S(=O)(c1cccc(-c2csc(-c3cccnc3)n2)c1)N1CCOCC1
  -5	6	-19	-3	7	0	15	-4
46. COc1cccc(C(=O)Nc2ccc3c(c2)C(=O)N(C)[C@H]2CC[C@H](CC(=O)NCc4ccc(F)cc4)O[C@H]2CO3)c1
  -33[16.7 µM]	-4	-1	3	2	nt	49	-6
47. COCC(=O)Nc1ccc2c(c1)OC[C@H](C)N(Cc1ccccc1)C[C@H](C)[C@H](OC)CN(C)C2=O
  3[16.7 µM]	-8	20	49	-1	-3	nt	2
48. C[C@H]1CN([C@@H](C)CO)C(=O)CCCn2nncc2CO[C@@H]1CN(C)Cc1ccc(C(=O)O)cc1
  2	7&5	-11	-2	6&3	4	3	23
49. Cn1cc(CN2CCC(Oc3ccc(C(=O)N4CCCCC4)cc3)CC2)cn1
  2	3	nt	0	15	-6	-4	nt
50. C[C@H]1CN([C@@H](C)CO)C(=O)Cc2cc(NC(=O)Cc3ccccc3)ccc2O[C@@H]1CN(C)C(=O)Nc1ccc2c(c1)OCO2
  1[16.7 µM]	-2	-8	46	nt	nt	-17	8
51. COc1ccc(NC(=O)c2ccc3c(c2)n(C)c(=O)n3C)cc1
  -2	-11	1	-3	2	-4	8	-12
52. COc1ccc(-c2sc3cc4c(cc3c2-c2ccc(OCCN3CCOCC3)cc2)OCO4)cc1
  -2	13	8	3	0	2	3	2
53. CC(=O)c1c(C)[nH]c(C(=O)Nc2ccccc2N2CCOCC2)c1C
  6	7	9	-1	8	5	9	-7
54. C[C@H]1CN([C@@H](C)CO)S(=O)(=O)c2ccc(C#CC(C)(C)O)cc2O[C@H]1CN(C)C(=O)C1CCCCC1
  -8[16.7 µM]	-33	-12	-2	nt	3	nt	11
55. CNC[C@H]1Oc2cc(C#CC3CCCC3)ccc2S(=O)(=O)N([C@@H](C)CO)C[C@H]1C
  -4[16.7 µM]	3	-6	0	10	1	13	9
56. CN(c1ccc(C(=O)NCc2cccs2)cc1)S(=O)(=O)c1ccccc1
  16	1	5	nt	0	-5	16	nt
57. O=C1CSCN1c1ccc(Cl)c(Cl)c1
  -1	11	-18	-1	-3	3	-3	nt
58. CCCCc1nnc(NC(=O)c2ccc(N3CCCC3=O)cc2)s1
  -1	11	-2	2	-2	-7	1	2
59. O=C(C[C@@H]1C=C[C@H](NC(=O)Nc2ccc(C(F)(F)F)cc2)[C@H](CO)O1)NCc1ccccn1
  nt	0	-14	20	-6	2	30	4
60. CN(Cc1ccccc1)S(=O)(=O)c1cccc(C(=O)O)c1
  nt	-18	3	nt	-3	-2	2	5

# Remaining list, next part
# Every second line gives: miR122 inh	LGR2 antag	EWS-Fli inh	Cneo AK release	FN deposition inh	CASP6 VEID inh	PAX8 inh HTS	PGC1a acetyl inh
61. COC(=O)[C@]12C[C@H](CC(=O)N3CCN(C(=O)C4CC4)CC3)C(=O)N(Cc3ccccc3)C1=C[C@H](C(C)(C)C)O[C@@H]2C
  nt	0	-2	nt	-8	5	-5	nt
62. O=C(N/N=C\C=C\c1ccc2c(c1)OCO2)c1ccc(F)cc1
  -3	-30	1	-2	1	-4	-20	-13
63. C[C@H](NC(=O)[C@H]1[C@H](CO)[C@H]2Cn3c(cccc3=O)[C@@H]1N2Cc1ccccc1)c1ccccc1
  -2[16.7 µM]	10	2	54	nt	2	nt	nt
64. Cc1ccc(NC(=O)c2csc3c2CCCC3)cc1
  nt	-138	-113	nt	-3	-3	-139	10
65. Cc1ccc(C(=O)OCC(=O)Nc2ccccc2Sc2ccccc2)cc1C
  -1	8	nt	-1	0	nt	-12	nt

# Rewritten as tab-separated lines: entries from further up
item	molecule	miR122 inh	LGR2 antag	EWS-Fli inh	Cneo AK release	FN deposition inh	CASP6 VEID inh	PAX8 inh HTS	PGC1a acetyl inh
61	COC(=O)[C@]12C[C@H](CC(=O)N3CCN(C(=O)C4CC4)CC3)C(=O)N(Cc3ccccc3)C1=C[C@H](C(C)(C)C)O[C@@H]2C	nt	0	-2	nt	-8	5	-5	nt
62	O=C(N/N=C\C=C\c1ccc2c(c1)OCO2)c1ccc(F)cc1	-3	-30	1	-2	1	-4	-20	-13
63	C[C@H](NC(=O)[C@H]1[C@H](CO)[C@H]2Cn3c(cccc3=O)[C@@H]1N2Cc1ccccc1)c1ccccc1	-2[16.7 µM]	10	2	54	nt	2	nt	nt
64	Cc1ccc(NC(=O)c2csc3c2CCCC3)cc1	nt	-138	-113	nt	-3	-3	-139	10

# From PubChem

# Rows are unselected; any-hit rate near 2.5%.
